Assay outcomes as filed in PubChem BioAssay.
Nrf2 activator = Nrf2 pathway activation; AREc32 ARE-luciferase reporter (MCF7-derived line), luminescence, 24 h; Potency, µM (titrated, usually from 46.1 µM), for the others: at the top dose activation, usual class: activators; 0.31% of 410,000 active; AID 624171; also: potency is read from the fitted curve at half-maximal effect; % of control where 0% means no effect; nearly all actives have a fitted effect of over 65% in size
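AREc32 cells carrying an ARE-driven firefly luciferase, 1000 cells/well in OPTI-MEM with 5% FBS, dosed after overnight attachment and incubated 24 hr at 37 deg C. Steady-Glo luminescence read after 30 min at RT.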
MCF10A rereplic = inducers of DNA re-replication in MCF 10A breast cells. MCF 10A DNA re-replication, Hoechst nuclear intensity, 48 h. Potency, µM (highest dose often 46.1 µM), inactives show at the top dose activity, positive = re-replication, hits mostly activators. 2.9% of 350,000 active. AID 624296; also: potency is read from the fitted curve at half-maximal effect; % of control where 0% means no effect; nearly all actives have a fitted effect of over 50% in size
TGFb SMAD3 inh = blocks TGF-b signaling | HepG2 CAGA-GFP TGF-b/SMAD3 reporter, GFP fluorescence, 18 h; TGF-beta stimulated, 500 pg/mL final | Potency, µM (titrated, usually from 46.1 µM), for inactives: at the highest dose activity, negative = inhibition, actives largely listed as inhibitors | 1.2% of 410,000 active; also: potency is read from the fitted curve at half-maximal effect; % is scaled to controls: 0 for no effect and ±100 for the full control effect; nearly all actives have a fitted effect of over 65% in size
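Read-out: total well GFP (ex488/em500-530) summed from mean per-cell fluorescence. Cells: HEPG2 CAGA-GFP, 1% FBS DMEM, 18 h at 37 degrees C with 500 pg/mL final TGF-beta. Unstimulated wells served as the full-inhibition control; stimulated DMSO wells = 0%.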
A549 viability = kills or reduces viability of A549 cells in Nrf2 counter-screen. A549 ARE-Fluc cells, CellTiter-Fluor viability, 18-24 h. AID 504648. 0.16% of 390,000 active. Potency, µM (series often up to 46 µM), for inactives: at the highest dose activity change, negative = cytotoxicity, actives largely listed as inhibitors; also: potency is read from the fitted curve at half-maximal effect; % is scaled to controls: 0 for no effect and ±100 for the full control effect
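A549 ARE-Fluc cells in 5% FBS OPTI-MEM, 5000 cells/well, rested 2 h then exposed to compounds in concentration-response for 18-24 h at 37 °C. Viability by CellTiter-Fluor fluorescence (Ex 405/Em 525) after 30 min; luciferase luminescence (BugLite, 15 min, RT) read afterwards.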
HepG2 viability = HepG2 cytotoxicity, counter-screen for TGF-b inhibitors. HepG2 CAGA-GFP viability, ATP luminescence, 18 h. Potency, µM (series often up to 46.1 µM), inactives show top-dose activity change, negative = cytotoxicity, usual class: cytotoxic. 0.76% of 410,000 active; also: potency is read from the fitted curve at half-maximal effect; some results filed as inactive show a strong effect at the top dose
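HepG2 CAGA-GFP cells (1000/well, DMEM with 1% FBS) received compound, then TGF-beta at 500 pg/mL final, and were incubated 18 hours at 37 degrees C. Viability was read by CellTiter-Glo luminescence. Media-only wells were set as complete cell-killing and DMSO as no toxicity.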
IL-1B inflam inh = inflammasome signaling inhibition, IL-1 beta readout. THP-1 LPS/ATP IL-1B secretion, AlphaLISA, 16 h; active compounds read low. activity change, % at 57.5 µM. 4.7% of 360,000 active; in the data active = activity change below about -50%; inconclusive = mostly about -30% to -49%; also: % is scaled to controls: 0 for no effect and ±100 for the full control effect
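Secreted IL-1B measured by AlphaLISA bead assay after 16 h compound exposure of THP-1 cells; compounds (final up to 57.5 uM) added 1 h before LPS (250 ng/mL) and ATP (1.25 mM) stimulation; lower signal means less secretion.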
ATXN2 expr inh = inhibitors of ATXN2 expression | Potency, µM (titrated, usually from 57 µM), inactives show at the highest dose activity change, negative = inhibition, hits mostly inhibitors | 0.72% of 360,000 active | HEK-293 ATXN2-luciferase reporter, luminescence, 24 h; also: potency is read from the fitted curve at half-maximal effect; % is scaled to controls: 0 for no effect and ±100 for the full control effect; nearly all actives have a fitted effect of over 55% in size
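qHTS (up to 57 uM final) was run with 24 h compound exposure of reporter cells at 37 °C. Each well was multiplexed: SteadyGlo luminescence measured ATXN2-luciferase expression after a fluorogenic Gly-Phe-AFC viability readout (25 uM final).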
Nrf2 inh = inhibitors of Nrf2 signaling. A549 ARE-Fluc reporter, luciferase luminescence, 18-24 h. Potency, µM (top dose mostly 46 µM), for the others: top-dose activity change, negative = inhibition, usual class: inhibitors. 2.1% of 360,000 active. AID 504444; also: potency is read from the fitted curve at half-maximal effect; % is scaled to controls: 0 for no effect and ±100 for the full control effect; nearly all actives have a fitted effect of over 60% in size
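Reporter: ARE-Fluc in A549. Exposure: 18-24 h, 37 °C, 5% CO2, 5% FBS OPTI-MEM. Readouts: fluorescent cytotoxicity (CellTiter-Fluor), then luminescent Nrf2 signal after BugLite.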
ATXN viability = reduces viability in counter-screen for ATXN expression inhibitors | S2 cells (HEK-293 line with an ATXN2-luciferase reporter) viability, CellTiter-Fluor protease fluorescence, 24 h | Potency, µM (titrated, usually from 56.7 µM), actives largely listed as cytotoxic | 0.49% of 400,000 active; also: potency is read from the fitted curve at half-maximal effect; nearly all actives have a fitted effect of over 40% in size
The depositor's hits bear a star; i = inactive; u = inconclusive; x = no result given; & = joins results of further samples; [ ] = dose if it differs, or a comment. Unless noted, calls follow the shape of the dose curve; as a rule, active = well fitted curve in the direction sought with a large enough effect; inconclusive = small, poorly fitted or top-dose-only effect, or another doubt; inactive = no such curve, though single readings can be large; an effect the other way counts as inactive or inconclusive. The order is random. About 8.8% of those tested had a hit in this group.

1) CC(C)=C1CCC(C)CC1=NNC(N)=S (stereo unspecified)
2) CSc1ccccc1C(=O)NCCSC(C)(C)C
3) Oc1ccc(CN2CCC(Cc3ccccc3)CC2)c2cccnc12
4) Cc1ccc(S(=O)(=O)N2CCN(S(=O)(=O)c3ccc(C)cc3)C2c2ccccc2)cc1
5) COc1ccc(CCNC(=O)Cc2cc(OC)c(OC)cc2[N+](=O)[O-])cc1OC
6) CCOc1cc(Cl)c(CNCCCN2CCOCC2)cc1OC

Compound	1	2	3	4	5	6
Nrf2 activator	11.1%	-0.4%	2.1%	-0.3%	0.4%	-0.2%
MCF10A rereplic	6.6%	1.3%	u	-11.7%	2.5%	13.8%
TGFb SMAD3 inh	u	-8.6%	7.08µM*	u	-4.6%	5.6%
A549 viability	1.3%	0.0%	-16.6%	7.3%	1.7%	-15.2%
HepG2 viability	-41.5%	2.0%	-37.5%	-0.6%	-7.4%	-23.1%
IL-1B inflam inh	u	-6.0	-52.9*	23.1	15.9	5.2
ATXN2 expr inh	-7.6%	0.7%	u	-3.1%	-15.7%	-18.5%
Nrf2 inh	-11.0%	18.6%	u	x	x	6.9%
ATXN viability	i	i	i	i	i	i

7) O=C(NC1CCCc2c1cnn2-c1cc(F)cc(F)c1)c1cc[n+]([O-])cc1 (stereo unspecified)
8) CC(C)(C)c1ccc(S(=O)(=O)N2CCN(C(=O)C3=COCCO3)CC2)cc1
9) CC1CCN(C(=O)c2[nH]cnc2C(=O)Nc2ccon2)CC1
10) Cn1cccc1C1CCCN1CC(=O)Nc1ccc(F)c(F)c1F (stereo unspecified)
11) CC1(C)CC(=O)c2sc(N)nc2C1
12) Cc1ccc(S(=O)(=O)NCC(=O)NCC(=O)OCC(=O)N2CC(=O)Nc3ccccc32)cc1C

Compound	7	8	9	10	11	12
Nrf2 activator	-0.5%	2.7%	2.5%	0.7%	-0.1%	0.1%
MCF10A rereplic	-0.1%	-7.6%	0.5%	-0.9%	0.5%	-10.9%
TGFb SMAD3 inh	0.0%	-20.1%	-5.8%	-5.2%	-4.3%	11.6%
A549 viability	0.8%	5.3%	-0.1%	2.5%	-4.5%	-6.9%
HepG2 viability	-1.0%	-5.2%	-14.0%	-6.9%	-8.9%	7.1%
IL-1B inflam inh	5.8	10.2	-6.0	-18.8	-9.5	2.2
ATXN2 expr inh	6.7%	-14.4%	6.1%	-9.5%	0.6%	x
Nrf2 inh	10.5%	u	10.7%	-1.1%	-10.1%	-8.9%
ATXN viability	i	i	i	i	i	i

13) Cc1ccc(CN2CCC(n3nccc3NC(=O)CCOc3ccccc3)CC2)o1
14) COc1ccccc1-c1csc(NC(=O)c2cc(-c3cccs3)nc3ccccc23)n1
15) CCCNC(=O)Nc1cc(OCC)c(N2CCOCC2)cc1OCC
16) Cc1onc(-c2ccccc2)c1C(=O)c1ccccc1
17) COc1ccc(N2CC(NC(=O)c3c(F)cccc3Cl)CC2=O)cc1OC (stereo unspecified)
18) NC(=O)NC(=O)COC(=O)c1cccnc1Nc1ccccc1F

Compound	13	14	15	16	17	18
Nrf2 activator	-0.6%	-0.4%	-0.7%	4.3%	-1.0%	-0.1%
MCF10A rereplic	-4.3%	u	0.4%	u	x	51.9%
TGFb SMAD3 inh	-5.7%	4.3%	-1.3%	0.0%	-24.9%	0.4%
A549 viability	-4.5%	-2.0%	0.5%	4.9%	17.1%	0.3%
HepG2 viability	0.6%	10.6%	-19.5%	-50.1%	2.2%	-13.6%
IL-1B inflam inh	-13.7	-13.6	30.8	8.9	x	-25.3
ATXN2 expr inh	1.7%	1.9%	-36.0%	-0.5%	7.6%	-8.6%
Nrf2 inh	12.4%	-1.9%	-1.5%	u	x	-6.1%
ATXN viability	i	i	i	i	i	i

19) COc1ccc2c(C)c(CCC(=O)NCc3ccccc3OC)c(=O)oc2c1
20) CCN1CCN(S(=O)(=O)c2ccc(Cl)c(C(=O)N(CC(C)C)C3CCS(=O)(=O)C3)c2)CC1 (stereo unspecified)
21) CCc1c(CN2CCN(c3cccc(C)c3C)CC2)csc1C
22) COc1c(C)cc(C(O)c2ncc(-c3cccc(F)c3)[nH]2)cc1C (stereo unspecified)
23) CCCS(=O)(=O)NC(=O)C1(C)CCCN(C(=O)C(C)(C)Oc2ccc(Cl)cc2)C1 (stereo unspecified)
24) COc1ccc(N=Cc2c(C)[nH][nH]c2=O)cc1

Compound	19	20	21	22	23	24
Nrf2 activator	-0.2%	-0.1%	0.4%	0.1%[9.22 µM]	0.0%	-0.6%
MCF10A rereplic	x	-0.9%	x	x	x	6.3%
TGFb SMAD3 inh	23.1%	3.9%	-23.8%	-27.2%	0.1%	-16.0%
A549 viability	6.9%	11.2%	13.8%	x	x	2.0%
HepG2 viability	-1.9%	-0.5%	-36.8%	-23.4%	-4.4%	-13.3%
IL-1B inflam inh	x	-8.8	x	-2.2	10.3	-4.3
ATXN2 expr inh	1.0%	-2.1%	x	-2.1%	1.3%	x
Nrf2 inh	1.2%	27.3%	5.3%	x	x	10.2%
ATXN viability	i	i	x	i	i	i

Quoted at random: two records from the list
24) COc1ccc(N=Cc2c(C)[nH][nH]c2=O)cc1
19) COc1ccc2c(C)c(CCC(=O)NCc3ccccc3OC)c(=O)oc2c1

Compound	24	19
Nrf2 activator	-0.6%	-0.2%
MCF10A rereplic	6.3%	x
TGFb SMAD3 inh	-16.0%	23.1%
A549 viability	2.0%	6.9%
HepG2 viability	-13.3%	-1.9%
IL-1B inflam inh	-4.3	x
ATXN2 expr inh	x	1.0%
Nrf2 inh	10.2%	1.2%
ATXN viability	i	i

Additional structures
25) O=C(OC1C2CCC1C1CN(CCc3ccccc3)CC12)c1ccccc1 (stereo unspecified)
26) O=C(COC(=O)c1ccc(-n2cnnn2)cc1)c1ccc(Br)cc1
27) O=C(Nc1ccc(O)cc1C(=O)O)c1ccc2c(c1)C(=O)N(Cc1ccco1)C2=O
28) Cc1ccc(CSc2ncc(Cl)c(C(=O)Oc3ccc(F)cc3)n2)cc1
29) COc1ccccc1C1NC(=O)CCC1[N+](=O)[O-] (stereo unspecified)
30) COc1ccccc1C(=O)N1CCNC(=O)C1CC(=O)Nc1ccc(Cl)cc1 (stereo unspecified)

Compound	25	26	27	28	29	30
Nrf2 activator	0.1%	0.1%	-0.7%	0.4%	-1.9%	-0.1%
MCF10A rereplic	2.1%	-1.7%	1.6%	x	-42.0%[inhibitor]	4.8%
TGFb SMAD3 inh	-0.7%	-14.9%	19.2%	-20.4%	-0.9%	1.9%
A549 viability	-6.5%	-7.1%	u	1.3%	0.6%	-0.7%
HepG2 viability	-9.2%	-14.1%	-1.5%	-54.7%	-13.6%	-19.5%
IL-1B inflam inh	-67.3*	-5.1	-15.6	x	4.9	4.8
ATXN2 expr inh	-19.3%	21.9%	-2.9%	x	-5.6%	-8.1%
Nrf2 inh	11.8%	u	u	8.5%	-18.6%	x
ATXN viability	x	i	i	x	i	i

Some entries already given, reduced to TGFb SMAD3 inh and Nrf2 activator:
nr	compound	TGFb SMAD3 inh	Nrf2 activator
3	Oc1ccc(CN2CCC(Cc3ccccc3)CC2)c2cccnc12	7.08µM*	2.1%
4	Cc1ccc(S(=O)(=O)N2CCN(S(=O)(=O)c3ccc(C)cc3)C2c2ccccc2)cc1	u	-0.3%
5	COc1ccc(CCNC(=O)Cc2cc(OC)c(OC)cc2[N+](=O)[O-])cc1OC	-4.6%	0.4%

Continued:
31) CCCCOCCCNC(=O)C[C@@H]1C[C@@]2(C(=O)OC)CCCCC=C2N(Cc2ccccc2)C1=O
32) COc1ccc(C2C3C=CCC(C)C3C(=O)N2Cc2ccccc2)cc1Cl (stereo unspecified)
33) CC1CCCC/C1=N\NC(=S)Nc1ccccc1 (stereo unspecified)
34) Cc1ccc(OCC(O)Cn2c3ccccc3c3ccccc32)cc1 (stereo unspecified)
35) CNc1ccncc1S(=O)(=O)NC
36) O=C(Nc1cccc2ncccc12)c1ccc2c(c1)OCCO2

Compound	31	32	33	34	35	36
Nrf2 activator	-0.1%	x	3.7%	2.1%	-0.6%	6.5%
MCF10A rereplic	x	x	-5.6%	8.4%	1.3%	-2.1%
TGFb SMAD3 inh	x	u	1.1%	u	4.1%	11.5%
A549 viability	x	-9.8%	5.0%	-28.4%	10.3%	-12.5%
HepG2 viability	x	-34.6%	6.2%	-114.3%	7.9%	3.0%
IL-1B inflam inh	-8.1	x	-7.5	-84.2*	21.7	-14.4
ATXN2 expr inh	-9.1%	x	-0.8%	-25.7%	8.0%	1.4%
Nrf2 inh	x	u	u	u	8.2%	0.2%
ATXN viability	i	x	i	i	i	u

37) COc1ccc(C2OC[C@H]3O[C@H](O)[C@H](NC(C)=O)[C@@H](O)[C@@H]3O2)cc1 (stereo partly specified)
38) COc1ccc(-n2nnnc2C(C2CC2)N2CCN(C/C=C/c3ccccc3)CC2)cc1 (stereo unspecified)
39) COc1ccc(S(=O)(=O)NCCOc2ccccc2)cc1F
40) COc1ccc(S(=O)(=O)N2CCN(c3nc(-c4cccs4)nc4ccccc34)CC2)cc1

Compound	37	38	39	40
Nrf2 activator	-0.8%	0.4%	-0.2%	x
MCF10A rereplic	-0.6%	x	3.4%	x
TGFb SMAD3 inh	-0.4%	u	16.2%	u
A549 viability	2.2%	x	5.8%	-2.0%&-1.9%
HepG2 viability	-6.0%	-18.7%	2.1%	9.3%
IL-1B inflam inh	-1.3	-9.3	2.3	x
ATXN2 expr inh	4.3%	-20.0%	-0.8%	x
Nrf2 inh	34.1%	x	6.6%	u
ATXN viability	i	u	i	x
